Bioassay records: PubChem BioAssay, NMMLSC
Avidin bead fluor = compound fluoresces at 488/530 nm on avidin beads. compound fluorescence 488/530 nm, flow cytometry; hits give high values. fluorescence (KMESF) at 10 µM. AID 1775. hit rate 0.38% among 220,000; in the data active = fluorescence above about 47; note: inactives centre near 10
GSH fluor = compound fluoresces at 488/530 nm on GSH beads; fluorescence (KMESF) at 10 µM; GSH beads flow cytometry, compound fluorescence 488/530 nm; hits give high values; hit rate 0.25% among 190,000; AID 1776; in the data active = fluorescence above about 89;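 note: glutathione beads carrying GST-tagged Bcl family fusion proteins plus one bare bead set; values are compound well signal with DMSO vehicle wells as background; inactives centre near 16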
Bim-Bcl-XL = inhibitors of Bim-Bcl-XL interaction, human; hit rate 0.04% among 190,000; inhibition, % at 10 µM; Bim peptide-Bcl-XL binding, bead flow cytometry, fluorescence; AID 1007; Q07817
RGS4-Gao reg = human RGS4-Galphao interaction regulation. P09471. Multiplexed bead flow cytometry, RGS4-Galphao binding; actives lie on both sides. binding response (% of control), % at 10 µM. hit rate 0.33% among 220,000. AID 1415; in the data active = binding response below about 49% or above about 150%; inactive = in between;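 note: fluorescent Galphao activated with aluminum fluoride binding bead-coupled RGS4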
ABCG2 inh = human ABCG2 inhibition, ABCB1 as counter-screen; Q9UNQ0; IgMXP3 cells, JC-1 efflux, flow cytometry; inhibition, % at 6.6 µM; hit rate 0.1% among 190,000;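 active = inhibition above 80%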;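 note: 0% = DMSO and 100% = nicardipine control wells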
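Times: 10 min at 25 °C | Test system: Two drug-resistant human cell lines, ABCG2 and ABCB1 | Quantity: 3 million cells/mL final, two lines in 1:1 ratio | Signal: Flow cytometry, 530 nm JC-1 signal | Dosing: Compound at 6.6 µM | Controls: Nicardipine and DMSO wells | Reagent: JC-1 as fluorescent efflux pump substrate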
RGS7-Gao reg = human RGS7-Galphao interaction regulation. Multiplexed bead flow cytometry, RGS7-Galphao binding; actives lie on both sides. binding response (% of control), % at 10 µM. hit rate 0.35% among 220,000; in the data active = binding response below about 49% or above about 150%; inconclusive = no clear call, values can overlap the other calls; inactive = in between;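 note: fluorescent Galphao held in activated GDP-AlF4 state binding bead-coupled RGS7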
Bcl-W Bim block = inhibitors of Bim-Bcl-W interaction, human; Q92843; bead-based flow cytometry, Bim peptide-Bcl-W binding; inhibition, % at 10 µM; hit rate 0.02% among 190,000;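 note: 0% = bound tracer without compound and 100% = peptide blocker; higher means less fluorescent Bim peptide bound to Bcl-W beads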
Bcl-B Bim block = inhibitors of Bim-Bcl-B interaction, human. bead-based flow cytometry, Bim peptide-Bcl-B binding. hit rate 0.073% among 190,000. Q9HD36. inhibition, % at 10 µM;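 note: 0% = tracer peptide without compound and 100% = reference inhibitor peptide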
ABCB1 inh = inhibitors of human ABCB1 transporter, ABCG2 counter-screen. hit rate 0.067% among 190,000. AID 1326. P08183. CCRF-Adr cells, JC-1 efflux, flow cytometry. inhibition, % at 6.6 µM; in the data active = inhibition above about 40%;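 note: 0% = vehicle and 100% = reference inhibitor; higher value means more JC-1 retained so stronger ABCB1 efflux block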
Target sequence (P08183 whole entry, looked up): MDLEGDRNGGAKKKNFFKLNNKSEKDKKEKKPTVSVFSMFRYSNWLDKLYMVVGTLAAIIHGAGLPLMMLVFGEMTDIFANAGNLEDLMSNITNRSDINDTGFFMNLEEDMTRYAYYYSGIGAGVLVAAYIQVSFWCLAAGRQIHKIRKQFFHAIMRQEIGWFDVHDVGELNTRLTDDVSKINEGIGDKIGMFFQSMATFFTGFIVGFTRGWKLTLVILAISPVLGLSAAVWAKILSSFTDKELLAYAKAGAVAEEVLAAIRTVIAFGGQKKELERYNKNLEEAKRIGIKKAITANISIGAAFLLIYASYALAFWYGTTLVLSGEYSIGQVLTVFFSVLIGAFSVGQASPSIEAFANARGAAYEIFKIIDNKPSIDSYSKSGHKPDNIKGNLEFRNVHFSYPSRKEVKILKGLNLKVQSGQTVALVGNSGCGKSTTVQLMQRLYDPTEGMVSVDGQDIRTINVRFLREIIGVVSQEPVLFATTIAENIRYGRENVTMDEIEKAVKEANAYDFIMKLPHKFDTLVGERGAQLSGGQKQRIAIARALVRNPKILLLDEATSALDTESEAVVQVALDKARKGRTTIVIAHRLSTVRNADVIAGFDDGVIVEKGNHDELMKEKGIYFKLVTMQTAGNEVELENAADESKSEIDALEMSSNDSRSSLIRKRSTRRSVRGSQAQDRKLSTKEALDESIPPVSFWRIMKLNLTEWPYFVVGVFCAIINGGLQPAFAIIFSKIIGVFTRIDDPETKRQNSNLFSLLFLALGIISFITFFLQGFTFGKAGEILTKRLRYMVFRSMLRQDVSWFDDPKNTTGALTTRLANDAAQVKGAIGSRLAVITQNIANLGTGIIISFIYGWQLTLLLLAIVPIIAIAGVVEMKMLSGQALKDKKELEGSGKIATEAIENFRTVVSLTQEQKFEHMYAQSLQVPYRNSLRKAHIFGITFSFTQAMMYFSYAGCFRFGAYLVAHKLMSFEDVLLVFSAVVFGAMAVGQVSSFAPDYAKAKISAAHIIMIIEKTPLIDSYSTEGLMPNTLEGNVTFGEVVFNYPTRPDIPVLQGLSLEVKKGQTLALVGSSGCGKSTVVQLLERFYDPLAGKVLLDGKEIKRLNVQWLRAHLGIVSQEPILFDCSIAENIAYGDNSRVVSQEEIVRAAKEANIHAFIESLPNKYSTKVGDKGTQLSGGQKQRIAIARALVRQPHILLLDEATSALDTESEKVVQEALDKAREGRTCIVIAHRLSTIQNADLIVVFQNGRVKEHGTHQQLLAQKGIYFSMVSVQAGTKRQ
Bim-Bcl-2 = disrupts Bim peptide binding to human Bcl-2. Bead-based flow cytometry, Bim peptide-Bcl-2 binding. inhibition, % at 10 µM. AID 950. P10415. hit rate 0.06% among 190,000; in the data active = inhibition above about 40%; inconclusive = no clear call, values can overlap the other calls;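 note: 0% = no compound wells with probe peptide and 100% = reference peptide inhibitor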
Bim-Bfl-1 = inhibitors of Bim-Bfl-1 interaction, human; Q16548; Bead-based flow cytometry, Bim-Bfl-1 binding inhibition; inhibition, % at 10 µM; hit rate 0.12% among 190,000;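 note: 0% = wells without compound plus tracer and 100% = blocker peptide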
Numbers without * were called inactive; ? = inconclusive. Cut-off read from the data, not from the text of the source, unless noted: active = inhibition above about 40%. Compounds were not picked by outcome. Share with any hit: about 1.3%.

The first four compounds as a preview:
| structure | Avidin bead fluor | GSH fluor | Bim-Bcl-XL | RGS4-Gao reg | ABCG2 inh | RGS7-Gao reg | Bcl-W Bim block | Bcl-B Bim block | ABCB1 inh | Bim-Bcl-2 | Bim-Bfl-1 |
| --- | --- | --- | --- | --- | --- | --- | --- | --- | --- | --- | --- |
| Cn1cccc1Cc1nnc(SCC(=O)N2CCCc3ccccc32)n1-c1ccc(F)cc1 | 23 | 15 | -7 | 95 | 12 | 95 | -5 | -12 | 1.9 | -3 | -5 |
| O=C(CN1C(=O)NC2(CCCCCCC2)C1=O)NCc1ccc2c(c1)OCO2 | 7 | 20 | -1 | 98 | 2 | 96 | -2 | -1 | 0.7 | 0 | -2 |
| O=C(ON=C1CCN(S(=O)(=O)c2ccccc2)CC1)c1cccc(Cl)c1 | 10 | 8 | -5 | 91 | 1 | 88 | -1 | -9 | 0.3 | -15 | -12 |
| Cc1c(Cl)c([N+](=O)[O-])nn1CCCC(=O)NC1CCCCC1 | 13 | 11 | 0 | 94 | 10 | 91 | 0 | -2 | 0.5 | -1 | -4 |

The list itself, from the start:
| structure | Avidin bead fluor | GSH fluor | Bim-Bcl-XL | RGS4-Gao reg | ABCG2 inh | RGS7-Gao reg | Bcl-W Bim block | Bcl-B Bim block | ABCB1 inh | Bim-Bcl-2 | Bim-Bfl-1 |
| --- | --- | --- | --- | --- | --- | --- | --- | --- | --- | --- | --- |
| Cn1cccc1Cc1nnc(SCC(=O)N2CCCc3ccccc32)n1-c1ccc(F)cc1 | 23 | 15 | -7 | 95 | 12 | 95 | -5 | -12 | 1.9 | -3 | -5 |
| O=C(CN1C(=O)NC2(CCCCCCC2)C1=O)NCc1ccc2c(c1)OCO2 | 7 | 20 | -1 | 98 | 2 | 96 | -2 | -1 | 0.7 | 0 | -2 |
| O=C(ON=C1CCN(S(=O)(=O)c2ccccc2)CC1)c1cccc(Cl)c1 | 10 | 8 | -5 | 91 | 1 | 88 | -1 | -9 | 0.3 | -15 | -12 |
| Cc1c(Cl)c([N+](=O)[O-])nn1CCCC(=O)NC1CCCCC1 | 13 | 11 | 0 | 94 | 10 | 91 | 0 | -2 | 0.5 | -1 | -4 |
| O=C(Nc1cc2ccccc2oc1=O)C1CCCCC1 | 10 | 9 | -3 | 97 | 1 | 97 | 0 | -1 | -0.1 | 0 | -1 |
| CCS(=O)(=O)N1CCC(NC(=O)c2ccco2)CC1 | 26 | 59 | -3 | 103 | -1 | 104 | -2 | -2 | -0.1 | -2 | -3 |
| COC(=O)C1CCN(CC(=O)Nc2ccccc2Sc2ccccc2)CC1 | 10 | 22 | -2 | 101 | 0 | 99 | -1 | 0 | 0.0 | -3 | -1 |
| CCOC(=O)C1=C(C)NC(=O)CC1c1cc2c(cc1[N+](=O)[O-])OCO2 (stereo not given) | 5 | 18 | 0 | 104 | 4 | 96 | 0 | 1 | 1.6 | 0 | -4 |
| O=C(Nc1ccc(Br)cc1F)c1sccc1-n1cccc1 | 25 | 24 | 2 | 103 | 0 | 101 | 4 | 2 | -0.1 | -1 | 2 |
| Cc1cccnc1NC(=O)C1CCCN(S(=O)(=O)c2ccc3c(c2)oc(=O)n3C)C1 (stereo not given) | 7 | 19 | -5 | 116 | -2 | 114 | -2 | -2 | -1.8 | -2 | -4 |
| Cn1c(Cc2ccccc2)nnc1SCc1cc(=O)n2ccsc2n1 | 11 | 13 | -5 | 101 | 4 | ? | 0 | -9 | 1.0 | -2 | -7 |
| C=CCNC(=O)N[C@@H](CCSC)C(=O)OC | 13 | 12 | 4 | 98 | 1 | 97 | 5 | 3 | 0.3 | 2 | 0 |
| c1ccc2cc3c(NCCN4CCOCC4)ccnc3cc2c1 | 14 | 11 | -3 | 95 | -2 | 97 | -1 | -6 | -1.1 | -8 | -12 |
| O=C1CCC(=O)N1c1ccc(-c2nc3ccccc3s2)cc1 | 12 | 15 | -6 | 102 | 5 | 101 | -1 | 0 | 0.4 | -1 | 1 |
| C=CCNC(=O)c1ccc(Sc2ccc(C)cc2)c([N+](=O)[O-])c1 | 13 | 23 | -1 | 99 | 1 | 100 | -3 | -5 | 0.2 | 0 | 0 |
| COCCN(C)C(=O)CCc1nnc(Cc2ccc(-c3ccccc3)cc2)o1 | 9 | 8 | -2 | 99 | 1 | 97 | -2 | -7 | 0.8 | 1 | -7 |
| CN1C(=S)NC(C)(C)CC1(C)c1ccc(O)cc1O (stereo not given) | 11 | 12 | -3 | 100 | 6 | 103 | -2 | -7 | -0.2 | -6 | -12 |
| Clc1ccc(-c2nnc(CCc3ccccc3)o2)c(Cl)c1 | 17 | 7 | -1 | 108 | 1 | 105 | -1 | -1 | 0.1 | 0 | -3 |
| Cc1cc(C)c(S(=O)(=O)c2ccccc2)c(N2CCOCC2)n1 | 7 | 70 | -4 | 100 | 4 | 96 | -1 | -2 | 2.3 | 0 | 0 |
| O=C(CCCc1ccccc1)N1CCc2ccccc21 | 6 | 55 | 5 | 99 | 8 | 99 | 1 | 0 | 0.6 | 4 | 3 |
| CCCc1cc(=O)[nH]c(SCC(=O)Nc2nc3ccc(OCC)cc3s2)n1 | 11 | 11 | -4 | 99 | 6 | 96 | 0 | -5 | -0.1 | -3 | -7 |
| O=C(Cn1cnc2c(cnn2-c2ccc(F)cc2)c1=O)NCC1CCCO1 (stereo not given) | 13 | 4 | -3 | 102 | 1 | 104 | 1 | -7 | 0.1 | -5 | -11 |
| COC(=O)c1c(NC(=O)c2cnccn2)sc2c1CCC2 | 7 | 18 | -4 | 100 | 6 | 99 | -2 | -4 | 0.9 | 0 | 0 |
| CCn1nnc(NC(=O)C(C)Oc2ccc(Cl)cc2Cl)n1 (stereo not given) | 6 | 12 | 2 | 94 | 6 | 96 | 3 | 4 | 0.9 | 4 | 2 |
| CCOC(=O)C(NC(=O)NCc1ccccc1)(OCC)C(F)(F)F (stereo not given) | 11 | 13 | -5 | 100 | 5 | 100 | -2 | -7 | 0.5 | -6 | -16 |
| CC(C)Nc1nc(Cl)nc(NCCOc2ccccc2)n1 | 9 | 13 | -5 | 98 | 20 | 100 | -5 | -3 | 0.1 | 0 | 0 |
| COc1ccc(NC(=O)COC(=O)CCCOc2ccc(Cl)cc2Cl)cc1 | 17 | 18 | -5 | 100 | 11 | 99 | -3 | 0 | 0.6 | -7 | -5 |
| COc1cccc(CNC(=O)Nc2cccs2)c1 | 33 | 19 | -6 | 98 | -2 | 97 | -2 | -5 | -1.2 | -12 | -16 |
| Cc1nn(-c2ccccc2)c2c1C(c1cccnc1)N1C=C(S(=O)(=O)N3CCCCC3)C=CC1=N2 (stereo not given) | 4 | 47 | -1 | 99 | 15 | 98 | 1 | -2 | 17 | 3 | 0 |
| NC(=O)C1CCN(c2ccc(S(=O)(=O)N3CCCCC3)cn2)CC1 | 9 | 14 | 0 | 99 | 0 | ? | 0 | 0 | 0.2 | 0 | -3 |

(list continues)
canonical_smiles,Avidin bead fluor,GSH fluor,Bim-Bcl-XL,RGS4-Gao reg,ABCG2 inh,RGS7-Gao reg,Bcl-W Bim block,Bcl-B Bim block,ABCB1 inh,Bim-Bcl-2,Bim-Bfl-1
O=C(NCc1ccccc1Cl)C1CCN(S(=O)(=O)c2ccc(F)cc2)CC1,8,10,-1,98,8,98,-1,-1,-0.1,-4,-7
COc1ccc(-n2cnnc2SCCC#N)cc1,14,51,-1,95,0,99,0,0,0.1,0,-5
CCC(C(=O)NCc1ccco1)N(Cc1cccs1)C(=O)CNS(=O)(=O)c1ccccc1 (stereo not given),16,11,0,94,2,100,-2,0,0.8,0,-1
COc1ccc(OC(C)c2nnc(N)s2)cc1 (stereo not given),10,15,-3,99,-1,97,1,-8,-0.2,-4,-2
CCn1c(=O)cc(SCC(=O)N2CCN(c3ccccc3OC)CC2)c2ccccc21,8,29,0,108,-1,106,0,-10,0.3,-6,-9
CCOC(=O)c1cc(C#N)c(=S)[nH]c1C,5,8,-3,102,2,106,0,-24,-0.3,1,5
CC(C)n1c2ccccc2c2nnc(SCC(=O)Nc3ccccc3C(=O)O)nc21,5,12,0,96,-1,96,4,0,0.0,-1,-2
Oc1ccc2ccccc2c1/C=N/Nc1nnc(-c2ncc[nH]2)c2ccccc12,10,7,2,101,0,96,7,-4,0.2,-8,-6
COc1ccc(-c2cnnc(N/N=C/c3ccc(OC)c(OC)c3)n2)cc1,2,8,-1,91,4,92,0,-3,2.3,1,3
CCOc1cc(NC(=O)c2ccccc2[N+](=O)[O-])c(OCC)cc1NC(=O)CC(C)C,11,11,-3,98,4,97,-3,-6,1.0,-5,-3

Record cards, from the list above. Order of screens: Avidin bead fluor, GSH fluor, Bim-Bcl-XL, RGS4-Gao reg, ABCG2 inh, RGS7-Gao reg, Bcl-W Bim block, Bcl-B Bim block, ABCB1 inh, Bim-Bcl-2, Bim-Bfl-1
Shown for COc1ccc(-c2cnnc(N/N=C/c3ccc(OC)c(OC)c3)n2)cc1 : 2, 8, -1, 91, 4, 92, 0, -3, 2.3, 1, 3
Shown for COc1ccc(OC(C)c2nnc(N)s2)cc1 (stereo not given) : 10, 15, -3, 99, -1, 97, 1, -8, -0.2, -4, -2
